TrxR1 substrate – qHTS Assay for Substrates of Mammalian Selenoprotein Thioredoxin Reductase 1 (TrxR1): qHTS; Potency, µM (doses to about 114 µM), inactives show at the highest dose activity change, negative = substrate turnover; AID 588456, 2011; purified TrxR1 substrate turnover, NADPH consumption readout; 390,000 tested, 0.01% active; further: potency means the concentration at half of the fitted maximal effect; on the % scale 0 is the no-effect control and ±100 the full control effect; nearly all actives have a fitted effect of over 50% in size
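Rat TrxR1, dispensed at 90 nM, was prereduced with 400 uM NADPH (final) for 5 min at ~22 deg C, then incubated with compound 15 min before 400 uM selenite. A first-read NADPH fluorescence drop versus no-compound background flagged substrates.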
PGK inhibitor – qHTS Assay to Find Inhibitors of Phosphoglycerate Kinase; 380,000 tested, 0.043% active; AID 602233, 2012; PGK/GAPDH coupled, Kinase-Glo luminescence, 60 min; Potency, µM (doses to about 57.5 µM), for the others: at the highest dose activity change, negative = inhibition, usual class: inhibitors; further: potency means the concentration at half of the fitted maximal effect; on the % scale 0 is the no-effect control and ±100 the full control effect; nearly all actives have a fitted effect of over 60% in size
Target sequence (P07378 whole entry, looked up): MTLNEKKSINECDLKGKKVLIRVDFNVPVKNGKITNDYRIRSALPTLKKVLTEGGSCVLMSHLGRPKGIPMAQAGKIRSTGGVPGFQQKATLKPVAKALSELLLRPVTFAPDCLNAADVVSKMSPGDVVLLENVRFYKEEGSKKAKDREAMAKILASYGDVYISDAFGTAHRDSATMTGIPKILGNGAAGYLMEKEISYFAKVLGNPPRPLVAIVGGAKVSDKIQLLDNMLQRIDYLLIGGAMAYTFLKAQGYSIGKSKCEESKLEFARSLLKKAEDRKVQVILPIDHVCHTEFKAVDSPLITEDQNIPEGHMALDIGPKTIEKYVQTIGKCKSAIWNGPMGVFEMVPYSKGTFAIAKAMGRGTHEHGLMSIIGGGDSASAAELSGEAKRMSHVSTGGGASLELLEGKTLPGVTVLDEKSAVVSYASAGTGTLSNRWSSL
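Luminescent ATP detection (Kinase-Glo Plus) follows a 60-minute room-temperature incubation, with wells lacking PGK as controls. Buffer: 100 mM TEA (pH 7.6), 5 mM MgCl2, 0.01% Tween-20. Coupling enzyme GAPDH (100 nM final) supplies unstable 1,3-BPG in-well.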
HP1b chromo inh – HTS for Inhibitors of HP1-beta Chromodomain Interactions with Methylated Histone Tails; Chromobox protein homolog 1 (Homo sapiens), P83916; AlphaScreen HP1-beta / biotin-H3K9me3 peptide binding; Potency, µM (series often up to 114 µM), without a hit: top-dose activity change, negative = inhibition, actives largely listed as inhibitors; 390,000 tested, 0.56% active; AID 540317, 2011; further: potency means the concentration at half of the fitted maximal effect; nearly all actives have a fitted effect of over 70% in size; inactives centre near 23
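Compound inhibition of the preformed complex between 50 nM HP1-beta and 50 nM biotinylated H3K9me3 peptide was read by AlphaScreen. Buffer was PBS pH 7.4 with 0.01% Tween-20. Incubations ran 30 min at room temperature, with 10 ug/mL donor/acceptor beads.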
GLS inh – qHTS for Inhibitors of Glutaminase (GLS); Glutaminase kidney isoform, mitochondrial (Homo sapiens), O94925; GLS enzymatic activity, qHTS titration; Potency, µM (series often up to 45.5 µM), without a hit: top-dose activity change, negative = inhibition, actives largely listed as inhibitors; 410,000 tested, 0.21% active; AID 624170, 2012; further: potency means the concentration at half of the fitted maximal effect; on the % scale 0 is the no-effect control and ±100 the full control effect
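Read-out is an Amplex red fluorescence increase coupled through glutamate oxidase and HRP, measured before and after 30 min room-temperature incubation. hKGA is in 45 mM KH2PO4 (pH 8.2) with 0.02% Tween-20; glutamine added as 1mM solution.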
mIDH1 inhibitor – qHTS for Inhibitors of mutant isocitrate dehydrogenase 1 (IDH1): qHTS; Isocitrate dehydrogenase [NADP] cytoplasmic (Homo sapiens), O75874; IDH1-R132H enzyme, NADPH consumption, diaphorase/resazurin fluorescence; Potency, µM (titrated, usually from 76.6 µM), inactives show top-dose activity change, negative = inhibition, most hits filed as inhibitors; 390,000 tested, 0.093% active; AID 602179, 2012; further: potency means the concentration at half of the fitted maximal effect; on the % scale 0 is the no-effect control and ±100 the full control effect; nearly all actives have a fitted effect of over 65% in size
Target sequence (O75874 whole entry R132H, stated change not applied): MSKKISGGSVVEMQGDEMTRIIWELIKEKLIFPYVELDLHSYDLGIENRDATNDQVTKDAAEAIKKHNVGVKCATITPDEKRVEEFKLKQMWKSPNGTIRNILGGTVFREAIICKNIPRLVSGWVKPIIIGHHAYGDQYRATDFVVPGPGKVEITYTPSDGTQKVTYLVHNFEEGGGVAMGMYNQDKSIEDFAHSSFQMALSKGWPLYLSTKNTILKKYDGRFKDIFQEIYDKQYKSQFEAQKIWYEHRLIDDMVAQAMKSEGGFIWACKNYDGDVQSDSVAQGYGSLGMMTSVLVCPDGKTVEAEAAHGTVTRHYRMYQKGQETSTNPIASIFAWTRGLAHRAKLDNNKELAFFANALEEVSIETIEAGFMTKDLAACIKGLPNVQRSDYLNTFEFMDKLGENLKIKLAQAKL
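IDH1-R132H (0.5 ug/mL) preincubated 30 min with compound, then NADPH (0.016 mM) and alpha-KG (2 mM) added; 80 min at RT, pH 7.5. Remaining NADPH coupled via diaphorase/resazurin to fluorescence (540/590 nm); concentration-response curves normalized to no-enzyme control.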
PI4K2A block – qHTS for small molecular inhibitors of PI4K2A; Phosphatidylinositol 4-kinase type 2-alpha (Homo sapiens), Q9BTU6; purified PI4K2A, ADP-Glo luminescence, 1 h; hits give low values; activity change, negative = inhibition, % at 76.9 µM; 420,000 tested, 0.13% active; AID 1346378, 2018; in the data active means activity change below about -50%; inconclusive means mostly about -30% to -49%;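 further: -100% = wells without enzyme as full effect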
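PI4K2A activity was measured by ADP-Glo luminescence: enzyme (4 ug/mL stock) and phosphatidylinositol (1.2 mM stock) in Tris pH 7.5/MgCl2/EGTA/Triton X-100 buffer were reacted with ATP (300 microM stock) for one hour at ambient temperature.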
TrxR1 inh – qHTS Assay for Inhibitors of Mammalian Selenoprotein Thioredoxin Reductase 1 (TrxR1): qHTS. Thioredoxin reductase 1, cytoplasmic (Rattus norvegicus), O89049. recombinant rTrxR1, NADPH fluorescence consumption, selenite substrate. Potency, µM (doses to about 114 µM), for the others: at the top dose activity change, negative = inhibition, hits mostly inhibitors. 390,000 tested, 1% active. AID 588453, 2011; further: potency means the concentration at half of the fitted maximal effect; on the % scale 0 is the no-effect control and ±100 the full control effect; nearly all actives have a fitted effect of over 65% in size
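Rat TrxR1 (90 nM in the dispensed reagent) was pre-reduced with 400 uM NADPH for 5 min at room temperature, then incubated with compound for 15 min. After 400 uM selenite was added, NADPH fluorescence (Ex 340/Em 450 nm) was followed for 8 min.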
Pin1 inhibitor – qHTS Assay to Find Inhibitors of Pin1 | Pin1 FP peptide displacement, HiFluor488, 10 min | 390,000 tested, 0.009% active | AID 504891, 2011 | Peptidyl-prolyl cis-trans isomerase NIMA-interacting 1 (Homo sapiens), Q13526 | Potency, µM (series often up to 115 µM), without a hit: at the top dose activity, negative = inhibition, actives largely listed as inhibitors; active means well fitted inhibition curve with a large enough effect in the polarisation, with a control signal flat, not every such curve was filed as active; inconclusive means small, poorly fitted or top-dose-only effect, or effect the other way, or a change in a side signal; inactive means no such curve, though single readings can be large or run the other way; the % refers to the polarisation; further: potency means the concentration at half of the fitted maximal effect; on the % scale 0 is the no-effect control and ±100 the full control effect
Target sequence (Q13526 whole entry, looked up): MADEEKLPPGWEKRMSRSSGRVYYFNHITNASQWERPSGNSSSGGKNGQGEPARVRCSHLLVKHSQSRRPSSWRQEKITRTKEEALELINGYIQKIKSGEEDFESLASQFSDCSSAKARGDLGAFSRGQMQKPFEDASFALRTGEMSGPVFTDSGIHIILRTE
USP1 inh – Inhibitors of USP1/UAF1: Primary Screen. recombinant USP1/UAF1, Ub-Rhodamine cleavage fluorescence. Potency, µM (top dose mostly 57.1 µM), without a hit: at the highest dose activity change, negative = inhibition, most hits filed as inhibitors. 390,000 tested, 0.23% active. AID 743255, 2014; further: potency means the concentration at half of the fitted maximal effect; on the % scale 0 is the no-effect control and ±100 the full control effect; nearly all actives have a fitted effect of over 60% in size; inactives centre near -12
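1 nM enzyme complex + cpd, 15 min RT; start with Ub-Rho 150nM final; kinetic fluorescence ex 480/em 540, 6 reads q60 s. Buffer 50mM HEPES pH 7.8, 0.5mM EDTA, 0.1 mg/ml BSA, 1mM TCEP, 0.01% Tween-20.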
* hit, by the source's call; i = inactive; ? = inconclusive; . = no result given; [ ] = another dose, or the depositor's remark. Unless noted, the call rests on the fitted dose curve; in most records, active means well fitted curve in the direction sought with a large enough effect; inconclusive means small, poorly fitted or top-dose-only effect, or another doubt; inactive means no such curve, though single readings can be large; an effect the other way counts as inactive or inconclusive. Some of the compounds tested. The share of hits here may be higher or lower than overall.

Below each SMILES: HP1b chromo inh	TrxR1 inh	PGK inhibitor	Pin1 inhibitor	TrxR1 substrate	GLS inh	mIDH1 inhibitor	USP1 inh	PI4K2A block
- CCOC(=O)C1=CC[C@@H](c2cc(OC)c(OC)c(OC)c2)N(S(=O)(=O)c2ccc(C)cc2)[C@H]1C(=O)OCC
  29%	7%	i	1%	-3%	1%	-12%	-18%	3
- CCCCn1c(N)c(N(CC(C)C)C(=O)c2cc(Br)c(Br)s2)c(=O)[nH]c1=O
  27%	7%	10%	-4%	0%	-3%	-3%	-1%	4
- COc1ccc(C2C(=O)N(C3CCCCC3)CC(=O)N2CC2COc3ccccc3O2)cc1 (centres undefined)
  16%	12%[57.1 µM]	i	-10%	-1%[57.1 µM]	1%	2%	-5%	12
- CCOC(=O)c1nn(C)c(C)c1Cl
  8%	26%[57.1 µM]	-7%	3%	8%[57.1 µM]	7%	9%	-10%	-6
- COc1ccccc1-c1nc(SCC(=O)NCc2ccco2)c2c(=O)n(C)c(=O)n(C)c2n1
  27%	?	-1%	26%	6%	2%	-9%	-14%	0
- CCc1nn(CC(=O)N2CCN(Cc3ccc4c(c3)OCO4)CC2)c(=O)c2cc3occc3n12
  -16%	-18%	1%	-2%	-13%	11%	0%	-6%	4
- CN(C(=O)CSc1ccccc1C(=O)O)C1CCCCC1
  40%[activator]	-12%	.	-2%	12%	3%	0%	2%	-4
- COc1ccc(-n2nnnc2SCC(=O)NC(=O)Nc2ccc3c(c2)OCCO3)cc1
  17%	0%	-5%	19%	-9%	-2%	1%	-22%	5
- Cc1cc(C)n(C(C)n2nc(C)cc2C)n1
  14%	20%	-3%	-6%	5%	5%	1%	-16%	2
- CCOC(=O)CSc1nc(-c2ccccc2)cc(C(F)(F)F)n1
  315%[activator]	9%	-3%	-5%	5%[57.1 µM]	1%	5%	-22%	9
- Cc1ccc(NC(=O)CSc2nc3ccccc3c3nc(CCc4c(C)n[nH]c4C)nn23)c(C)c1
  4%	16%[57.1 µM]	-6%	38%[activator]	0%[57.1 µM]	-10%	-13%	-25%	2
- CC(C)(C)OC(=O)N1CCC(c2c(C(=O)Nc3ccc4c(c3)OCCO4)cnn2-c2ccccc2)CC1
  6%	-5%	-3%	-2%	-15%	-7%	13%	-4%	0
- CC(=O)Nc1ccc(NC(=O)CSc2ncnn2-c2ccccc2)cc1
  46%[activator]	7%	-2%	-8%	-1%	-1%	1%	-14%	-3
- O=C(COc1ccc([N+](=O)[O-])cc1)Nc1cccc(C(=O)Nc2ccccc2C(=O)O)c1
  14%	-20%	5%	1%	-15%	-22%	24%	-18%	-1
- CCN(CC)c1ccc(NC(=O)CSc2nc(C3CC3)nc3ccccc23)cc1C
  1%	-3%	-3%	3%	-11%	1%	-13%	-23%	1
- COc1ccc(-c2nc3c(c(SCC(=O)N4CCCCC4)n2)Cc2cc(C)ccc2O3)cc1
  48%[activator]	3%	-9%	-10%	1%	3%	9%	-25%	4
- O=C(c1cccs1)c1cn(CCOc2ccccc2Cl)c2ccccc12
  40%[activator]	41%[activator]	-6%	5%	1%	3%	0%	-9%	2
- CCn1c(SCC(=O)Nc2nc3c(s2)CCCC3)nnc1-c1ccccc1
  3%	8%	-3%	-1%	2%	-5%	9%	-5%	2
- O=C(CN1CCCC1)NN=C(c1ccccc1)c1ccccc1
  19%	17%	-1%	-1%	-3%	4%	5%	5%	2
- CC[C@@]1(C(=O)OC)N[C@H](CN(C)C(=O)Nc2ccc(Cl)cc2)[C@@H]2C(=O)N(C)C(=O)[C@@H]21
  45%[activator]	4%	0%	-7%	-4%	-1%	-1%	-18%	-2
- CC(=O)Nc1ccc(CCNC(=O)c2ccc3ccccc3c2O)cc1
  33%	-12%	-1%	2%	24%	9%	2%	-13%	1
- COc1ccc(CCn2c(=S)[nH]c3cc(C(=O)N4CCOCC4)ccc3c2=O)cc1OC
  16%	9%[57.1 µM]	i	1%	0%[57.1 µM]	1%	-1%	3%	1
- O=C(OCC#CCSc1nnc(-c2ccncc2)o1)c1cccs1
  23%	14%	-2%	2%	12%	-9%	3%	-6%	-5
- CC(=O)Nc1ccc(SCC(=O)N2CCN(S(=O)(=O)c3ccccc3)CC2)cc1
  6%	-8%	4%	?	-5%	-3%	-3%	-9%	2
- CCOC(=O)N1CCN(S(=O)(=O)Cc2ccccc2)CC1
  24%	6%[57.1 µM]	6%	0%	6%[57.1 µM]	2%	0%	0%	7
- Cn1c(SCC(=O)N2CCOCC2)nnc1-c1ccncc1
  7%	17%	4%	2%	5%	-14%	-6%	-8%	1
- O=C(NCc1ccc(F)cc1)c1ccccc1OCc1ccccc1
  72%[activator]	1%[57.1 µM]	-11%	1%	1%[57.1 µM]	1%	2%	-19%	2
- CS(=O)(=O)N1CCC(C(=O)Nc2ccc(C(N)=O)cc2)CC1
  30%	26%	-6%	-1%	13%	2%	4%	-24%	4
- c1ccc2c(c1)nc(N1CCCCC1)c1ccccc12
  198%[activator]	22%	6%	9%	19%	0%	12%	-21%	-3
- CCOc1ccc(/C=C2\SC(=S)N(NS(=O)(=O)c3ccc(C)cc3)C2=O)cc1OC
  -10%	-11%	3%	-17%	-7%	-1%	-12%	-13%	-5
- O=C(COc1coc(CN2CCN(c3ccccc3F)CC2)cc1=O)N1CCc2ccccc21
  31%	11%	2%	2%	2%	6%	-3%	-5%	3
- Cc1ccc2c(c1)c1c(c(=O)n(-c3ccccc3)c(=O)n1CC(=O)NCCC1=CCCCC1)n2C
  21%	22%	-8%	-1%	39%[activator]	1%	22%	-17%	2
- CC1CCN(C(=O)c2[nH]cnc2C(=O)N[C@H](C)c2ccccc2)CC1
  42%[activator]	-5%[57.1 µM]	-4%	-1%	6%[57.1 µM]	0%	-11%	-7%	-2
- CCC(C)Sc1ccc([C@H]2N[C@@](CC(C)C)(C(=O)OC)[C@H]3C(=O)N(CC)C(=O)[C@@H]23)cc1 (some centres undefined)
  54%[activator]	5%	-6%	-1%	-13%	-12%	13%	-23%	5
- Cn1nc(-c2ccc(C(=O)Nc3cccc(Cl)c3)cc2)c2ccccc2c1=O
  2%	19%[57.1 µM]	-4%	24%	8%[57.1 µM]	-3%	7%	0%	-1
- COc1ccc(S(=O)(=O)N(C)CC(=O)Nc2ccccc2OC)cc1C
  25%	9%[57.1 µM]	-6%	15%	-8%	0%	7%	-10%	3
- CC(C)(C)c1ccc(C(=O)NC(=S)Nc2ccc(N3CCOCC3)cc2)cc1
  8%	?	i	9%	-1%	15%	7%	-3%	-4
- COc1ccc(N(C)C(=O)c2ccc3c(Cl)c4c(nc3c2)CCCC4)c(OC)c1
  -20%	?	-9%	-2%	-14%	-1%	?	-22%	8
- CCCn1c(C(Cc2ccccc2)NC(=O)COC)nc2ccccc21 (centres undefined)
  38%	4%[57.1 µM]	-3%	?	4%[57.1 µM]	-2%	17%	-18%	3
- O=C(Nc1ccc(N2CCOCC2)cc1)C1(c2ccc(Cl)cc2)CCC1
  -6%	14%	-2%	?	5%	-9%	6%	-11%	-2
- Cc1ccc(NC(=O)CN2CCN(S(=O)(=O)c3ccc(C(C)C)cc3)CC2)cc1F
  28%	23%[57.1 µM]	i	51%[activator]	-3%[57.1 µM]	-9%	7%	-16%	8
- O=C(NCCCn1ccnc1)/C(=C\c1cccs1)NC(=O)c1ccco1
  13%	-12%	1%	-2%	-15%	12%	1%	-9%	2

Single values from the results shown.
Value of CCCn1c(C(Cc2ccccc2)NC(=O)COC)nc2ccccc21 (centres undefined) in HP1b chromo inh: 38%
Value of O=C(Nc1ccc(N2CCOCC2)cc1)C1(c2ccc(Cl)cc2)CCC1 in mIDH1 inhibitor: 6%
